Assay outcomes from PubChem.
ERG Ets-DNA blk: ERG Ets/DNA interaction inhibition; actives 0.028% (n = 370,000); fluorescence polarization, His-ERG Ets domain / labelled DNA; P11308; Potency, µM (highest dose often 76.9 µM), inactives show at the top dose FP activity, negative = inhibition, most hits filed as inhibitors; active means well fitted inhibition curve with a large enough effect in the polarisation, with a control signal flat; inconclusive means small, poorly fitted or top-dose-only effect, or effect the other way, or a change in a side signal; inactive means no such curve, though single readings can be large or run the other way; the % refers to the polarisation;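 further: polarization taken with two DNA probes labelled with fluorescein and Texas red; potency means the concentration at half of the fitted maximal effect; % of control where 0% means no effect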
Target sequence (P11308 whole entry, looked up, the tested form may be a part): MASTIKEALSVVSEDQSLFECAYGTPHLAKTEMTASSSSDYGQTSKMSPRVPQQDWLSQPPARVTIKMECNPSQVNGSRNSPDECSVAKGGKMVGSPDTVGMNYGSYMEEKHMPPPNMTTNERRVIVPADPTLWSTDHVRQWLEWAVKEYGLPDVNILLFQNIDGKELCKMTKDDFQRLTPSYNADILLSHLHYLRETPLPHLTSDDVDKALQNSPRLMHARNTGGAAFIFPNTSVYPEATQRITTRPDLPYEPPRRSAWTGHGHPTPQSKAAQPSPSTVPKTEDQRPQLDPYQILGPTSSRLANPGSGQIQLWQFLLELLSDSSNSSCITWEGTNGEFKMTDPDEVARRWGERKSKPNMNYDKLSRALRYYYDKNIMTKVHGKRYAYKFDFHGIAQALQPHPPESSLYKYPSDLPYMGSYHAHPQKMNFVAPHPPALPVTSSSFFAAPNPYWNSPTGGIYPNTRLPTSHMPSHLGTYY
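His-tagged ERG Ets domain (1 uM in the protein solution; 300mM KCl, 50mM Tris-HCl, 1mM EDTA, 1mM DTT, pH 7.5) received compound, then a probe mix of 5 nM fluorescein-DNA and 100nM Texas-615-DNA. Fluorescence polarization was read for both dyes.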
Vif-A3G inh: Vif-A3G binding inhibition | Q9HC16 | HeLa A3G-eYFP + Vif (tagged APOBEC3G with the HIV-1 protein that degrades it), YFP fluorescence, overnight | Potency, µM (titrated, usually from 46.1 µM), without a hit: at the highest dose activity, negative = active, usual class: inhibitors | actives 0.076% (n = 410,000) | AID 602310;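 further: potency means the concentration at half of the fitted maximal effect; on the % scale 0 is the no-effect control and ±100 the full control effect; nearly all actives have a fitted effect of over 60% in size; hits raise eYFP signal because A3G escapes Vif-driven loss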
Target sequence (Q9HC16 whole entry, looked up): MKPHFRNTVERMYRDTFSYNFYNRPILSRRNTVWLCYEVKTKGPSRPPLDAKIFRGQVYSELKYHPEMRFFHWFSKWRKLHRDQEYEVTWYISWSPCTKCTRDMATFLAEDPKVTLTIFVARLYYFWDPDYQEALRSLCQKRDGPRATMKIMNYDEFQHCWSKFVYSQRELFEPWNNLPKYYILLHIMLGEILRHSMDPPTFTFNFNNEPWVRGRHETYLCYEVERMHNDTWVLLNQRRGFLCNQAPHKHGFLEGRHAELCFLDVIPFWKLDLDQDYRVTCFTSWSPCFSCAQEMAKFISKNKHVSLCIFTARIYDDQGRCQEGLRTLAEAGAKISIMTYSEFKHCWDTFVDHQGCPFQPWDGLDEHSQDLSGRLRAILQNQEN
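Read-out is eYFP fluorescence (Ex 488/Em 500-530) from Vif-expressing HeLa A3G-eYFP cells; more signal means A3G escaped Vif-mediated degradation. Cells plated overnight, compound pinned in, incubated overnight at 37 deg C.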
12-LOX inh: ALOX12 (human) lipoxygenase inhibition. purified 12hLO, xylenol orange hydroperoxide absorbance. Potency, µM (top dose mostly 108 µM), for the others: top-dose activity change, negative = inhibition, usual class: inhibitors. actives 1.1% (n = 580,000); further: potency means the concentration at half of the fitted maximal effect; on the % scale 0 is the no-effect control and ±100 the full control effect
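Hydroperoxide product was detected by ferrous iron/xylenol orange as the 573 to 405 nm absorbance ratio. Arachidonic acid at 40 uM (final) was turned over for 30 min at room temperature by 150 nM human 12hLO, pH 7.0 Hepes buffer, after 15 min compound preincubation.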
Glioma ERSR ind: ER stress response induction in glioma. Potency, µM, without a hit: top-dose activation, actives largely listed as activators. U87-MG GRP78 promoter luciferase reporter, 16 h. actives 0.02% (n = 420,000); further: potency means the concentration at half of the fitted maximal effect; series mostly up to about 76 µM; % of control where 0% means no effect; nearly all actives have a fitted effect of over 35% in size
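ERSR induction read as luciferase luminescence (Bright-Glo, 10 min at room temperature) in stably transfected human U87-MG glioma cells exposed to compounds for 16 h, using GRP78 as sensor.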
D2 ag: agonists of human D2 dopamine receptor; P14416; HEK293 T-REx D2 cells, calcium flux agonist mode; activation, % at 2 µM; actives 0.53% (n = 340,000); AID 485358;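 active means activation over 3 SD above normal in the single-dose calcium agonist read, cut at about 30% in these data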; further: 0% is about no effect
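Tetracycline-induced HEK293 T-REx cells with force-coupled D2 receptor, plated overnight at 30 C, loaded with no-wash calcium dye. After a 10 s baseline, compound was pin-added and calcium flux read kinetically for 180 s; calcium rises flagged agonists.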
LDHA inh: inhibitors of human lactate dehydrogenase A; actives 0.15% (n = 480,000); P00338; activity change, % (values are at about 110 or 230 µM); AID 1347041; purified LDHA, NADH/diaphorase-resazurin fluorescence; active compounds read low; in the data active means activity change below about -30%; inconclusive means mostly about -25% to -30%;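 further: plate controls were DMSO wells for no effect and wells without enzyme for full effect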
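Resorufin fluorescence (ex540/em590), read at 0 and 20 min after diaphorase/resazurin addition, reports the NADH left after a 5 min room-temperature reaction of 2 nM human LDH5 with 0.06 mM NADH and 0.2 mM pyruvate.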
D2 antagonist: antagonists of human D2 dopamine receptor. HEK293 TREx D2 cells, calcium flux, dopamine EC80. P14416. AID 485344. actives 2% (n = 340,000). inhibition, % at 10 µM; in the data active means inhibition above about 30%; further: 0% is about no effect
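Read-out: kinetic calcium fluorescence (1 cycle/s) in inducible HEK293 T-REx D2 cells after an EC80 dopamine addition that followed 180 s compound preincubation. Loss of the dopamine response indicates antagonism.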
RGS4 inhibitor: inhibitors of human regulator of G protein signaling 4; AID 504845; Transcreener GDP fluorescence polarization, RGS4-accelerated GTP hydrolysis; P49798; actives 0.039% (n = 390,000); Potency, µM (top dose mostly 114 µM), without a hit: at the top dose activity change, negative = inhibition, usual class: inhibitors; further: potency means the concentration at half of the fitted maximal effect; on the % scale 0 is the no-effect control and ±100 the full control effect; nearly all actives have a fitted effect of over 75% in size; some results filed as inactive show a strong effect at the top dose
Target sequence (P49798 whole entry, looked up): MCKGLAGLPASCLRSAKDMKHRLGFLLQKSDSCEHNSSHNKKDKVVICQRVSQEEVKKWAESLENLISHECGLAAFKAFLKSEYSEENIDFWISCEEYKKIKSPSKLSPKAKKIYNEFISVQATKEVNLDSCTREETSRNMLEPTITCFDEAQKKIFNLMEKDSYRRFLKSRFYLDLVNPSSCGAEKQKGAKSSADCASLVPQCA
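MLSMR compounds (23 nl, pin-transferred) preincubated 10 min at room temperature with a 500nM (2x) first reagent, then RGS4 at 900nM (2x) plus Transcreener GDP mix added; fluorescence polarization (620/688 nm) read before and after 90 min at 30 °C.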
Vif-APOBEC3F blk: inhibitors of Vif-A3F interaction. actives 0.2% (n = 390,000). HeLa A3F-eYFP + Vif (tagged APOBEC3F with the HIV-1 protein that degrades it), YFP fluorescence increase. Potency, µM (top dose mostly 46.1 µM), for the others: at the highest dose activity, negative = active; further: potency means the concentration at half of the fitted maximal effect; % of control where 0% means no effect; nearly all actives have a fitted effect of over 65% in size
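HeLa cells stably expressing A3F-eYFP plus Vif, plated and incubated overnight at 37 deg C, then exposed to compounds overnight at 37 deg C. Blocked degradation read as raised yellow fluorescence (Ex 488/Em 500-530).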
Starred values were filed as active, the others as inactive; ? = inconclusive; / = not tested or not shown; & = joins results of further samples; [ ] = another dose, or the depositor's remark. Unless noted, the call rests on the fitted dose curve; in most records, active means well fitted curve in the direction sought with a large enough effect; inconclusive means small, poorly fitted or top-dose-only effect, or another doubt; inactive means no such curve, though single readings can be large; an effect the other way counts as inactive or inconclusive.

Values run as follows: ERG Ets-DNA blk	Vif-A3G inh	12-LOX inh	Glioma ERSR ind	D2 ag	LDHA inh	D2 antagonist	RGS4 inhibitor	Vif-APOBEC3F blk
CCN1C(=O)C2(SC(NC(C)=O)=NN2C(C)=O)c2cc(C)cc(C)c21 (centres undefined)
→ 3%	-12%	8%	-3%	2.2	-14	2	33%	1%
CCCCC(CC)C(=O)Nc1ccc(S(=O)(=O)N2CCCC2)cc1 (centres undefined)
→ -17%	-8%	-9%	-4%	1.1	-2	-12	3%	0%
COc1ccc(N2CC(C(=O)Nc3nnc(SCCC4OCCO4)s3)CC2=O)cc1 (centres undefined)
→ -6%	0%	-16%	-3%	-0.5	-2	9	-28%	5%
COc1cccc(C2CC(c3cccc(NS(C)(=O)=O)c3)=NN2C(=O)c2ccccc2)c1OC (centres undefined)
→ 2%	2%	-26%	-3%	-0.6	2	5	-12%	-16%
O=S(=O)(c1ccc(OC(F)(F)F)cc1)N1CCC(c2nnnn2-c2ccc(F)cc2)CC1
→ -1%	0%	14%	-3%	0.9	-5	/	31%	0%
O=C(Nc1cn(-c2ccccc2)nc1-c1ccc(F)cc1)c1ccccc1
→ 3%	-1%	-23%	21%	/	-7	/	-20%	2%
Nc1nc(SCC(=O)NNc2c(Cl)cc(Cl)cc2Cl)n[nH]1
→ -1%	2%	3%	-4%	1.5	-7	-4	-10%	0%
Cc1nn(C)cc1CNC(=O)COc1ccc(Cl)cc1Cl
→ 11%	-1%	-23%	-5%	0.3	5	2	16%	-7%
Cc1ccc(C)c(C(=O)COC(=O)Cn2[nH]c(=O)c3ccccc3c2=O)c1
→ 16%	-5%	-9%	-6%	-1.3	-2	-2	21%	-7%
CC(=O)Nc1ccc(SC[C@H](Cc2ccccc2)N2CCN(CCc3ccccc3)CCC2=O)cc1
→ 4%	-6%	?	1%	-0.6	-3	17	-43%	1%
CC(C)Nc1nc2nonc2nc1Nc1ccccc1
→ -2%	5%	-32%	-4%	-0.1	-3	4	1%	3%
CCOC(=O)N1CCN(C(=O)c2ccc3c(=O)n(Cc4ccccc4)c(=S)[nH]c3c2)CC1
→ -3%	3%	?	-6%	/	-5	/	-18%	0%
Cc1ccc2nc(CN3CCN(S(=O)(=O)c4ccc(C)c(C)c4)CC3)oc2c1
→ 2%	2%	-18%	-3%	-0.1	0	/	-6%	0%
Cc1ccc(-n2nc(C(=O)N3CCN(c4ccccc4F)CC3)c3c4ccccc4n(C)c3c2=O)cc1
→ -11%	/	-16%	/	-0.1	-6	/	12%	/
CCN1CCN(S(=O)(=O)c2ccc(Cl)c(C(=O)N(CC(C)C)C3CCS(=O)(=O)C3)c2)CC1 (centres undefined)
→ 3%[15.4 µM]	1%	?	-2%	/	-5	/	-27%	-10%
COc1ccc(C(=O)N=C2SC3CS(=O)(=O)CC3N2Cc2ccccc2)cc1OC (centres undefined)
→ 0%	1%	-7%	-7%	0.2	-5	15	-14%	-3%
Cc1ccc(NC(=O)c2ccc3c(c2)N(CC(=O)N2CCCCC2)C(=O)C(C)(C)O3)cc1
→ -5%	-2%	0%	-1%	0.8	-2	-1	-42%	3%
CCC(Sc1ncccc1Nc1ccccn1)C(=O)O (centres undefined)
→ -12%	0%	0%	-3%	/	-8	/	9%	1%
CC1(C)CCC(=O)N2CC[C@H]3C[C@H](OC(=O)Nc4ccc(Br)cc4)C[C@@H]1[C@H]32
→ -2%	0%&-2%	-7%	2%&1%	0.6	-9	-5	22%	1%
C/C(=N\Nc1ccccn1)c1ccc(OC(F)F)cc1
→ 6%	-4%	-17%	-5%	0.3	16	-6	-5%	?
O=C(NCC(c1ccco1)S(=O)(=O)c1cccs1)c1ccc(C(F)(F)F)cc1 (centres undefined)
→ -1%	2%	-7%	0%	-0.7	2	/	-7%	-8%
CS(=O)(=O)N1CCN(c2ccccc2NC(=O)c2ccc(-c3ccc(Cl)cc3Cl)o2)CC1
→ -1%	-1%	-9%	-2%	0.3	-7	-7	-1%	0%
Cc1[nH]n(-c2ccc([N+](=O)[O-])cc2)c(=O)c1C=NCCc1c[nH]c2ccccc12
→ -5%	-2%	-16%	-1%	0.3	-1	-7	-23%	11%
CCCNC(=O)c1onc(CSc2ccncc2)c1C(=O)NCCC
→ -1%	2%	-9%	-6%	0.0	3	-15	30%	6%
COc1ccc(NC(=O)C2(C)CCN2CCOc2ccccc2)cc1OC (centres undefined)
→ /	2%	2%	-1%	/	2	/	/	/
CCc1ccc(C(=O)COC(=O)CNC(=O)c2cccs2)cc1
→ -8%	2%	0%	-5%	0.3	-2	1	-13%	9%
CCn1c(NC(=O)Nc2ccccc2OC)nc2ccccc21
→ 1%	-3%	1%	1%	-1.4	-1	-8	-12%	1%
CCCC(=O)N1CC(=O)Nc2ccc(Br)cc2C1c1ccc(F)cc1 (centres undefined)
→ 1%	-7%	0%	0%	-2.1	-5	0	-4%	1%
CCCN1Cc2cccc(C(=O)NCCc3ccccc3)c2C1=O
→ -1%	4%	19%	-5%	1.7	-9	-12	1%	0%
COc1ccc(CC(=O)n2nc(-c3cccnc3)nc2N)cc1
→ 4%	-7%	-1%	-3%	0.1	-9	-10	5%	-10%

Later entries
Values run as follows: ERG Ets-DNA blk	Vif-A3G inh	12-LOX inh	Glioma ERSR ind	D2 ag	LDHA inh	D2 antagonist	RGS4 inhibitor	Vif-APOBEC3F blk
COc1ccc(C=O)cc1CN1C(=O)c2ccccc2C1=O
→ 11%	-2%	?	-6%	0.4	-2	-6	1%	?
Cc1cc(F)ccc1S(=O)(=O)N1CCCOC1CNC(=O)C(=O)NCc1ccco1 (centres undefined)
→ -7%	1%	-21%	-4%	1.7	-6	-5	21%	3%
Cc1c(OCC(=O)C(C)(C)C)ccc2c3c(c(=O)oc12)CCCC3
→ 4%	-1%	272%[activator]	-1%	-1.0	-1	-4	8%	0%
CCOc1ccc(C(C)C)cc1S(=O)(=O)N1CCOCC1
→ 3%	-1%	0%	-6%	0.1	-5	4	-4%	-6%
CCC(=O)N1CCc2cc(S(=O)(=O)NC(Cc3ccccc3)C(=O)Nc3cccc(OC)c3)ccc21 (centres undefined)
→ -1%	-2%	12%	5%	-0.3	0	/	-5%	4%
Cc1ccc(S(=O)(=O)N2CCCCC2)cc1C(=O)NCCc1ccccc1
→ 0%	2%	1%	-4%	/	0	/	11%	5%
CN(C)CCCNC(=O)c1cc(C(=O)c2ccccc2)c[nH]1
→ -6%	-6%	-18%	-7%	0.1	-14	-6	5%	1%
COc1ccccc1CNC(=O)Cc1cc(=O)[nH]c(=O)[nH]1
→ 1%	4%	-1%	-2%	-0.7	0	-10	-13%	-6%
CC(C)C(=O)N(c1ccc(F)cc1)C1C=CS(=O)(=O)C1 (centres undefined)
→ /	-1%	14%	-3%	0.2	-1	-3	-11%	-1%
CCOC(=O)c1c(C)[nH]c(=S)c(C#N)c1-c1ccc(Cl)cc1
→ 1%	0%	?	-3%	0.5	-4	-3	-34%	-3%
COc1ccc(NC(=O)Nc2ccc3c(c2)C(=O)N([C@@H](C)CO)C[C@@H](C)[C@@H](CN(C)S(=O)(=O)c2cccs2)O3)cc1
→ -3%	-7%	?	-6%	/	1	/	-20%	4%
O=C(O)CCC(=O)NNC(=O)c1cccc(Cl)c1
→ -5%	0%	8%	-4%	/	3	/	-14%	10%
Cc1cc2[nH]c(=S)[nH]c2cc1C
→ -7%	-1%	?	5%	0.7	0	0	-21%[11.4 µM]	-11%
CC(C)(C)OC(=O)C[C@H]1C/C=C\C[C@H](CC(=O)N[C@H](CO)Cc2ccccc2)C(=O)N[C@H](C(C)(C)C)COC1=O
→ 1%	-3%	16%	-5%	/	-6	/	-3%	-3%
Cc1cc(NC(=O)CSc2nc3ccccc3c(=O)n2Cc2ccccc2)no1
→ -4%	0%	-15%	-8%	0.3	-3	-1	-1%	1%
COC(=O)CC1C(=O)NCCN1C(=O)c1ccc(Cl)cc1 (centres undefined)
→ 4%	0%	-24%	-4%	0.6	-3	17	5%	-6%
O=C(CSc1nnc(-c2ccc(O)cc2)o1)Nc1ccccc1Br
→ -7%	0%	-14%	1%	-0.8	-13	13	13%	1%
CCOCCCNC(=O)c1ccc(-c2nc(CS(=O)(=O)c3ccccc3)c(C)o2)cc1
→ 2%	4%	-1%	3%	0.4	-2	/	10%	2%
COc1cccc(-c2ccc3c(c2)C2CC3CCN2C(C)=O)c1 (centres undefined)
→ 17%	1%	-8%	0%	/	5	/	4%	0%
COc1ccc(N2CCN(Cc3cc(=O)oc4ccc(Cl)cc34)CC2)cc1
→ -3%	-5%	-10%	-4%	-0.2	6	-5	28%	3%
Cc1ccc(CNC(=O)c2cc(=O)c3ccc(C)cc3o2)cc1
→ 21%	1%	78%[activator]	-8%	0.6	2	11	-1%	3%
CC(=O)NC(=S)NNC(=O)COc1ccc(Br)cc1
→ 12%	-1%	-14%	7%	0.2	-1	5	-43%	-11%
COc1ccc(NC(=O)CCCn2c(=O)oc3ccccc32)cc1Cl
→ -15%	-6%	-16%	2%	-1.1	-1	8	1%	1%
O=C(/C=C/c1ccccc1)OCC(=O)c1c[nH]c2ccccc12
→ 1%	-5%	-5%	6%	/	-5	/	-6%	3%
COc1ccc(NC(=O)c2sc(=O)n(Cc3ccccc3C#N)c2C)cc1OC
→ /	-3%	-10%	-1%	/	-15	/	/	/

This is a subset; rates above refer to the full screens.
